# SSB-PriA inh: blocks PriA binding to SSB C-terminal tail. inhibition, % at 33 µM. AlphaScreen SSBct-PriA binding, biotinylated peptide. 430,000 compounds, 0.6% hits. AID 1272365; in the data active = inhibition mostly above about 37%, no sharp cut-off; inactive = mostly below about 20%;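 note: plate controls were negative control peptide for no effect and reference peptide for full effect; strong numbers were not always called active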
# The depositor's hits bear a star; & = joins results of further samples.
SMILES,SSB-PriA inh
COCCN1C(=O)C(=O)C(=C(O)c2ccc(S(=O)(=O)N3CCCCC3)cc2)C1c1ccc(O)c(OC)c1 (stereo not drawn),-3
COc1ccccc1CC(=O)NCc1cnn2c1CCCC2,-12
Cc1ccc(S(=O)(=O)NN=c2sc3ccccc3n2C)cc1,-15
C/C=C/c1ccc(OCC(O)CN2CCN(Cc3ccc4c(c3)OCO4)CC2)c(OC)c1 (stereo not drawn),30
CC(=O)N1CCc2ccc(NC(=O)c3c(-c4ccccc4Cl)noc3C)cc21,5
CC(C)c1cc(=O)n(CC(=O)N(Cc2ccccc2)c2ccccc2)cn1,-2
Cc1cccc2sc(OC3CN(C(=O)c4cnn(-c5ccccc5)n4)C3)nc12,-1
O=C(Cc1csc(NC(=O)Nc2ccccc2)n1)Nc1ccccc1Oc1ccccc1,17
O=C(Nc1cccc(F)c1)C1COc2ccccc2C1 (stereo not drawn),-7
O=C(NCC#CCN1CCCC1)Nc1cccc(C(F)(F)F)c1,-26
COCCN1CCC(NC(=O)C2(c3cccs3)CCCC2)CC1,-8
COc1ccc(CCNC(=O)NCc2ccc(C(=O)c3ccccc3)s2)cc1,-3
O=C(OCc1cc(-c2ccc(Cl)cc2)on1)C1CCCC1,-30
Clc1ccc(-c2csc(Nc3nc4cc5c(cc4s3)OCO5)n2)s1,-12
CO[C@@H](CNC(=O)CSc1ccc(F)cc1)c1ccc(Cl)s1,-22
CCN1CCN(c2ccc3nsnc3c2[N+](=O)[O-])CC1,14
CC(=O)Oc1cccc(C=c2sc3nc(-c4ccco4)nn3c2=O)c1,12
Cc1nn(CC(=O)NCC2CCCO2)c(=O)c2c1cnn2C(C)(C)C (stereo not drawn),-1
CCOC(=O)c1c(NC(=O)Cc2cccc3ccccc23)sc2c1CC[C@H](C)C2,-10
COC(=O)c1ccc(C(=O)N(CCn2cccn2)c2nc3c(C)cc(C)cc3s2)cc1,0
CC(CCc1ccccc1)=NNC(=O)C(=O)Nc1cccc(Cl)c1,-21
CCCCC(=O)Nc1ncc(Cc2ccc(C)cc2)s1,-17
O=C(NCC(c1ccsc1)N1CCCC1)Nc1ccc(F)cc1 (stereo not drawn),2
CC(C)CS(=O)(=O)Nc1ccc2c(c1)N(S(=O)(=O)c1ccc(F)cc1)CCC2,6
O=C(NCc1cncc(-c2cccs2)c1)c1ccc2ncsc2c1,-4
# The results go on.
SMILES,SSB-PriA inh
O=S(=O)(NCc1ccnc(-c2ccsc2)c1)c1ccccc1F,-9
CC(=NNC(=O)c1ccncc1)c1c[nH]c2ccccc12,4
CCOc1cc(Cl)c(S(=O)(=O)n2cnc(C)c2)cc1Cl,-3
O=C(NN=Cc1ccc(OC(=O)c2cccc(F)c2)cc1)c1cccnc1,-1
Cc1ccc(C=NNC(=O)c2ccco2)s1,7
COc1ccc(C(=O)NCCc2c[nH]c3ccccc23)nn1,6
COc1ccc(Cl)cc1NC(=O)Cn1c(C)cc(C)c(-c2nc(-c3ccc(F)cc3)no2)c1=O,2
Cc1noc(-c2cccnc2SCC(=O)Nc2cccc(C)c2C)n1,-10
COc1ccc(-c2nn(-c3ccccc3)cc2/C=C(/C#N)c2nc3ccccc3[nH]2)c(C)c1,4
CN(C)c1ccc(C(CNS(=O)(=O)c2cccc(Cl)c2)N2CCc3ccccc3C2)cc1 (stereo not drawn),9
Cc1ccc(CCC(=O)N2C3C=CCC2CC3)cc1F (stereo not drawn),1
CN(C)CCN(C(=O)COc1ccccc1)c1nc2cc3c(cc2s1)OCCO3,-5
COc1cccc2sc(N3CCN(C(=O)C4CCN(S(C)(=O)=O)CC4)CC3)nc12,-12
O=C(NCCSC1CCOCC1)c1ccc(-c2ccc(Cl)c(Cl)c2)cc1,10
COc1ccc(-c2noc(CSc3nc4ccccc4c(=O)n3-c3ccc(C)cc3)n2)cc1OC,1
COc1cc(C=NNC(=O)CC#N)ccc1OC/C=C/c1ccccc1,68*
Cc1onc(-c2ccccc2Cl)c1C(=O)NCCn1ncccc1=O,-7
CCOC(=O)c1csc(NC(=O)C2CCCN(c3ccc(-c4ccccc4)nn3)C2)n1 (stereo not drawn),0
CN1CCN(C(CNC(=O)c2ccccc2C(F)(F)F)c2ccc3c(c2)CCN3C)CC1 (stereo not drawn),0
CCCCc1c(C)c2ccc(OC)c(C(C)=NO)c2oc1=O,1
COc1ccc(N2C(=O)CC(SC(N)=NN=C(C)c3cccs3)C2=O)cc1 (stereo not drawn),10
Cc1ccc(-c2cc(C(=O)NN=C/C(Br)=C/c3ccccc3)n[nH]2)o1,-17
CCOCCn1c(=NC(=O)Cc2ccc(C(C)C)cc2)sc2ccccc21,-25
CCOC(=O)c1c(-c2ccc(Cl)cc2)csc1NC(=O)CSc1ccc2ccccc2n1,2
COCCN1CCC(CNS(=O)(=O)c2cccs2)CC1,-5
# Continued.
SMILES,SSB-PriA inh
C[C@](O)(CNC(=O)C(=O)Nc1ccc(F)cc1F)c1ccco1,-8
Cn1cc(C(=O)Nc2ccc(Br)cc2F)c2[nH]c(=O)n(Cc3ccccc3)c(=O)c21,4
Cc1nc2scc(C)n2c(=O)c1NC(=O)c1c(F)cccc1Cl,-11&1
Cc1ccc(C)c(CSc2nccn(-c3ccc4c(c3)OCCO4)c2=O)c1,1
CC(C)CCNC(=O)CCCCn1c(=O)c2ccccc2n(CC(=O)Nc2cccc(F)c2)c1=O,4
COc1cccc(CNC(=O)NC2(c3nc(C)no3)CCCCC2)c1,9
O=C(Cc1ccccc1Cl)Nc1cc(-n2cccn2)ncn1,-12
CC(=O)Nc1ccc(SCCCC(=O)N2CCN(CCc3ccccc3)CC2)nn1,-8
O=C(NCc1ccco1)c1n[nH]nc1Nc1cccc(Cl)c1,-13
Cc1ccc2nc(C)c(NC(=O)Nc3cccc(Cl)c3)c(=O)n2c1,-8
CCC(=O)ON=C(N)c1ccc(Oc2cc(C)c(Cl)c(C)c2)c([N+](=O)[O-])c1,-7
O=C(c1cc2ccccc2[nH]1)N1CC(S(=O)(=O)C2CCCCC2)C1,-12
C#CCOc1c(Cl)cc(C=NNC(N)=S)cc1OCC,11
COc1cc(/C=C/C(=O)Nc2cc(C)c3c(=O)oc4ccccc4c3n2)cc(OC)c1OC,-34
CC(C)C(=O)NCCN1CCN(c2ccc(F)cc2)CC1,-5
O=C(NN=Cc1ccsc1)c1cc(O)cc(O)c1,-14
Cc1cnc2n(c1=O)C[C@H](C(=O)Nc1ccc(F)c(C(F)(F)F)c1)CS2,-8
O=S(=O)(NCc1ccco1)c1cccc2c(S(=O)(=O)NCc3ccco3)cccc12,18
CCOc1ccc(NC(=O)Nc2cnc(N3CCOCC3)nc2)cc1,-4
C=CCn1c(SCCC(=O)NCCc2ccccc2)nc2scc(-c3ccc(F)cc3)c2c1=O,-9
O=C(CCc1ccccc1)NNC(=O)c1cccn(Cc2ccc(Cl)c(Cl)c2)c1=O,0
COc1ccc(Cl)c2sc(N(CCN(C)C)C(=O)c3cc(C)on3)nc12,-2
CCOc1ccc(CCNC(=O)c2nnn(CC(=O)NCCc3ccc(OC)c(OC)c3)c2N)cc1OCC,6
CC(=NNC(=O)c1cccc(Br)c1)c1ccc(Br)cc1,2
CCOc1ccc(C=NNc2cc(=O)n(C)c(=O)n2C)cc1,8

# Part of the list above, with tabs.
smiles	SSB-PriA inh
CC(=O)Nc1ccc(SCCCC(=O)N2CCN(CCc3ccccc3)CC2)nn1	-8
O=C(NCc1ccco1)c1n[nH]nc1Nc1cccc(Cl)c1	-13
Cc1ccc2nc(C)c(NC(=O)Nc3cccc(Cl)c3)c(=O)n2c1	-8
CCC(=O)ON=C(N)c1ccc(Oc2cc(C)c(Cl)c(C)c2)c([N+](=O)[O-])c1	-7
O=C(c1cc2ccccc2[nH]1)N1CC(S(=O)(=O)C2CCCCC2)C1	-12
C#CCOc1c(Cl)cc(C=NNC(N)=S)cc1OCC	11
COc1cc(/C=C/C(=O)Nc2cc(C)c3c(=O)oc4ccccc4c3n2)cc(OC)c1OC	-34

# (continued)
SMILES,SSB-PriA inh
Cc1c(C(=O)N2CCN(c3ccc(-n4cncn4)nn3)CC2)cnn1-c1ccccc1,-3
Cc1ccc(C(=O)NCCn2ncc3c(=O)n(Cc4cccc(Cl)c4)cnc32)cc1C,4
O=C(Nc1ccccc1C(=O)NN=Cc1ccc(F)cc1)c1ccccc1Br,-7
CC(=NNC(=O)COc1cccc(Cl)c1)c1ccc2c(c1)OCCO2,0
COc1ccc(C(=O)N2C[C@H](C)C(=O)Nc3ccccc32)cc1OC,-8
O=C(CSc1ccc2nnc(-c3ccccn3)n2n1)Nc1cccc(C(F)(F)F)c1,11
O=C(NN=Cc1cc2c(cc1Cl)OCO2)c1cccc(Br)c1,1
Fc1ccc(N2CCN(C(=S)Nc3ccccc3C(F)(F)F)CC2)cc1,8
COC(=O)c1ccc(OCC2c3cc(OC)c(OC)cc3CCN2C(=O)c2cc(Cl)ccc2[N+](=O)[O-])cc1 (stereo not drawn),9
O=C(CCS(=O)(=O)Cc1ccccc1)N(Cc1ccccn1)c1nc2c(Cl)cccc2s1,3
O=C(Cn1c(CN2CCOCC2)nc2ccccc21)N1CCCCCC1,-9
CC(C)(C)c1ccc(S(=O)(=O)NCC(=O)N2CC(n3ccnn3)C2)cc1,-2
CN1C(=O)c2cccc(NC(=O)CS(=O)(=O)c3ccc(Cl)cc3)c2C1=O,5
Cc1ccc(Cc2nnc(NC(=O)c3cc4ccccc4o3)o2)c(C)c1,2
COc1cc(NC(=O)C2CCN(c3ccc(-c4ccco4)nn3)CC2)ncn1,2
COc1ccc(-n2ccn(CC(=O)Nc3ccc(C)c(F)c3)c2=O)cc1,-1
C[C@](O)(CNC(=O)C(=O)Nc1ccon1)c1ccc(-c2ccccc2)cc1,-11
CC(=NNC(N)=S)C1(C)CCCCC1,-10
Cc1cc(=O)c(OCc2ccc(F)cc2)cn1CC(=O)Nc1cccc(Cl)c1,-20
CCOC(=O)c1sc(N=CN(C)C)c(C(=O)OCC)c1C,-4
COc1cc(-c2noc(-c3nn(-c4ccccc4C)c(=O)c4ccccc34)n2)cc(OC)c1OC,-16
CCOC(=O)c1sc(=NC(=O)c2ccc3ncsc3c2)n(C)c1C,-9
CC(CC(=O)NCc1ccccc1)=NNC(=O)c1cnccn1,-9
CS(=O)(=O)c1ccc(Nc2nc(C(=O)NCCc3ccc(F)cc3)cs2)cc1,-6
CC(C)NC(=O)CCCCn1c(=O)c2ccccc2n(CC(=O)NCc2ccccc2)c1=O,-8
# Next entries:
SMILES,SSB-PriA inh
Cc1nc2c(=O)[nH]nc(C)c2s1,-14
Cc1ccc(S(=O)(=O)N2CCN(CC(=O)NN=Cc3ccco3)CC2)cc1,11
COc1ccc(N=C(C)N(C)CCNS(=O)(=O)c2ccc(Cl)cc2)cc1,-11
CNC(=S)N1N=C(c2c(-c3ccccc3)c3cc(Cl)ccc3[nH]c2=O)CC1c1ccc(N(C)C)cc1 (stereo not drawn),6
Cc1ccc(S(=O)(=O)NN=Cc2cccc(OC3CSC3)c2)cc1,4
COc1ccc(C)c2sc(N(CCCN(C)C)C(=O)c3cc(C)no3)nc12,1
COc1ccc(S(=O)(=O)N2CCCOC2CNC(=O)C(=O)NCCc2c[nH]c3ccccc23)cc1OC (stereo not drawn),-4
O=C(COc1ccccc1F)Nc1ccc2c(c1)CN(C(=O)c1ccco1)CC2,-15
COc1ccc(C=NNC(=O)c2ccc(-c3ccccc3)cc2)cc1O,-5
O=C(NCc1cc(-c2cccs2)on1)C1c2ccccc2Oc2ccccc21,-4
CC(CCN1CCc2nc(-c3ccccc3)c(-c3ccccc3)cc2C1)=NOC[C@@H](C)[C@H](OCc1ccccc1)C(C)C,-10
COc1ccc(-c2nn(CCC#N)cc2C=NO)cc1OC,-11
CC(CC(=O)Nc1ccc(C)c(Cl)c1)=NNC(=O)c1ccncc1,-4
CSc1cccc2sc(NC(=O)C3CCCCC3)nc12,-7
CN(c1ccccc1)S(=O)(=O)c1ccc(C(=O)N=c2sc3cc([N+](=O)[O-])ccc3n2C)cc1,-14
CC(C)c1nc(SCC(=O)O)c2c(=O)n(C)c(=O)n(C)c2n1,-4
O=C(NCc1cc(-c2ccncc2)n(C2CCCC2)n1)[C@@H]1CC=CCC1,-10
O=C(NCC#CCN1CCOCC1)Nc1ccc(F)cc1,-3
COc1ccc2[nH]c3c(SCC(=O)Nc4ccc(Br)cc4F)ncnc3c2c1,0
O=C(Cc1cccc(C(F)(F)F)c1)Nc1ccsc1-c1nc(C2CC2)no1,-6
O=C1CCSC[C@@H](C(=O)NCCC2=CCCCC2)N1,-9
O=C(NCCc1ccccc1)C(=O)NCC1CCN(C2CCCC2)CC1,-4
N#Cc1ccc(-c2ccco2)nc1SCC(=O)NCc1ccc2c(c1)OCO2,-4
Cc1nc2ccccc2c(=O)n1N=Cc1ccc2ccccc2c1O,2
CCOc1cccc2cc(C(=O)Nc3nccs3)oc12,16
O=c1c2nccnc2n(Cc2ccc(Cl)cc2)c(=O)n1Cc1ccc(F)cc1,11
COc1ccc(CC(=O)Nc2ccc3c(c2)CCC(=O)N3C)cc1,-6

# Reformatted: results already given
Structure	SSB-PriA inh
Cc1nc2ccccc2c(=O)n1N=Cc1ccc2ccccc2c1O	2
CCOc1cccc2cc(C(=O)Nc3nccs3)oc12	16
O=c1c2nccnc2n(Cc2ccc(Cl)cc2)c(=O)n1Cc1ccc(F)cc1	11
COc1ccc(CC(=O)Nc2ccc3c(c2)CCC(=O)N3C)cc1	-6

# Screens from PubChem BioAssay.

# An excerpt; rates above refer to the full screens.
